GSTO1 counter: blocks human GSTO1 in RBBP9 counter-screen. P78417. recombinant GSTO1, activity-based probe fluorescence polarization. inhibition, % at 5.96 µM. 300,000 compounds, 1.1% hits;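 active means inhibition above the campaign mean inhibition plus 3 SD, cut at about 35% in these data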;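 further: 0% = GSTO1-1 with DMSO and 100% = wells lacking GSTO1-1 enzyme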
Target sequence (P78417 whole entry, looked up): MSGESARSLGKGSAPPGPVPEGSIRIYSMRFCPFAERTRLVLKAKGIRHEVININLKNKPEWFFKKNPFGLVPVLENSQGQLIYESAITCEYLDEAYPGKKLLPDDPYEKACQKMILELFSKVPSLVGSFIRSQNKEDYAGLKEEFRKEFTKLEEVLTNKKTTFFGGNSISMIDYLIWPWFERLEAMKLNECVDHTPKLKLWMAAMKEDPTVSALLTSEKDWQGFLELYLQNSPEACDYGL
PAFAH2 FP inh: inhibitors of human PAFAH2 | recombinant PAFAH2, FP-rhodamine activity probe, fluorescence polarization | 340,000 compounds, 0.99% hits | inhibition, % at 3.39 µM;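 active means inhibition above the mean over all tested compounds plus 3 SD, cut at about 30% in these data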;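 further: inhibitors block probe labeling of enzyme so polarization drops; 0% = enzyme with DMSO and 100% = wells lacking PAFAH2 protein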
PME-1 primary: PME-1 (human) inhibition; recombinant PME-1, FP-Rh probe fluorescence polarization; 320,000 compounds, 0.53% hits; AID 2130; inhibition, % at 5.9 µM; Q9Y570;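 active means inhibition above the campaign mean of all compounds plus 3 SD, cut at about 26% in these data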;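 further: competitive labeling of PME-1 active site by serine hydrolase directed probe; 0% = PME-1 with DMSO and 100% = wells lacking PME-1 enzyme; inhibitors block probe labeling so polarization falls and inhibition rises; many of its hits are not listed in these tables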
Target sequence (Q9Y570 whole entry, looked up): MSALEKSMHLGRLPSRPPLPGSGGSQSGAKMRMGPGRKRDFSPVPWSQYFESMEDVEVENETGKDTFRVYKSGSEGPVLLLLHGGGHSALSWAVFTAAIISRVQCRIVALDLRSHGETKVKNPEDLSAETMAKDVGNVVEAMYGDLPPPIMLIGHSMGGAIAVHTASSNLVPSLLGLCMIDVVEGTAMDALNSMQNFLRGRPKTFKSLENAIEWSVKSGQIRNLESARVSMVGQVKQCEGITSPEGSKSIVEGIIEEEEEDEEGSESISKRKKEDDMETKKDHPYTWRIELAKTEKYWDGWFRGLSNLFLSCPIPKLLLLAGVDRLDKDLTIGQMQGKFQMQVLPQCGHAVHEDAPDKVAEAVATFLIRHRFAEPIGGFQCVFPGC
PAD4 inh: blocks human protein arginine deiminase 4. Q9UM07. recombinant PAD4, RCA probe fluorescence polarization. inhibition, % at 6.36 µM. 330,000 compounds, 0.41% hits. AID 485272;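 active means percent inhibition above a cutoff equal to the mean of all tested compounds plus 3 SD, cut at about 15% in these data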;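 further: 0% = PAD4 with RCA probe and DMSO and 100% = probe without PAD4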
LYPLA1 inh: LYPLA1 (human) inhibition in PME1 counter-screen | O75608 | recombinant LYPLA1, FP-Rh probe fluorescence polarization | inhibition, % at 5.9 µM | 320,000 compounds, 0.16% hits;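 active means inhibition above the mean of all tested compounds plus 3 SD, set per campaign, cut at about 14% in these data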;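 further: inhibitors block serine hydrolase probe labeling of LYPLA1 so polarization falls; 0% = enzyme with DMSO and 100% = wells lacking LYPLA1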
PAFAH1B2 FP inh: blocks human PAF acetylhydrolase 1b catalytic subunit 2. 340,000 compounds, 1.2% hits. inhibition, % at 3.39 µM. AID 492953. recombinant PAFAH1B2, FP-rhodamine activity probe, fluorescence polarization. P68402;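 active means inhibition above the mean of all tested compounds plus 3 SD, cut at about 24% in these data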;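 further: 0% = enzyme with DMSO and 100% = wells lacking PAFAH1B2; many of its hits are not listed in these tables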
Target sequence (P68402 whole entry, looked up): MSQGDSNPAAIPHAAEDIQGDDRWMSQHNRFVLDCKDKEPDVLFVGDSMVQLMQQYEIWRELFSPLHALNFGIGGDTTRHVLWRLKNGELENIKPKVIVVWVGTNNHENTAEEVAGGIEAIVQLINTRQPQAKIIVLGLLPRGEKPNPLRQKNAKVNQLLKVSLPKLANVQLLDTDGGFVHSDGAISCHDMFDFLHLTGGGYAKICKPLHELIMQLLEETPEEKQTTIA
Fam108B inh: Fam108B inhibition, counter-screen for RBBP9 inhibitors | inhibition, % at 9.51 µM | recombinant Fam108B, FP-Rh probe fluorescence polarization | 300,000 compounds, 0.33% hits;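 active means inhibition above the screen mean inhibition plus 3 SD, computed separately per campaign, cut at about 18% in these data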;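 further: inhibitors lower polarization as less probe binds the enzyme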
PAFAH1B3 inh: blocks human PAF acetylhydrolase 1B catalytic subunit 3 | inhibition, % at 3.39 µM | AID 492972 | Q15102 | recombinant PAFAH1B3, FP-rhodamine probe, fluorescence polarization | 340,000 compounds, 0.28% hits;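 active means inhibition above the screen-wide average of all tested compounds plus 3 SD, cut at about 25% in these data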;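 further: 0% = enzyme with DMSO only and 100% = wells lacking PAFAH1B3 protein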
Target sequence (Q15102 whole entry, looked up): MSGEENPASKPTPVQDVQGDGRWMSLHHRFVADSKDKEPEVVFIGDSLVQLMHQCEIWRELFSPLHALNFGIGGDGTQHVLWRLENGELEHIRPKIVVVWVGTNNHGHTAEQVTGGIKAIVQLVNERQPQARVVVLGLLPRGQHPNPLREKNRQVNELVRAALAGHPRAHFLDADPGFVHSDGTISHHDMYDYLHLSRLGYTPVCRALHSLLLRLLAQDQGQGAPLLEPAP
pPAFAH inh: inhibitors of human plasma PAF acetylhydrolase (pPAFAH); AID 463082; recombinant pPAFAH, FP-rhodamine probe fluorescence polarization; 330,000 compounds, 1.5% hits; inhibition, % at 3.39 µM;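 active means inhibition above the mean inhibition across the screen plus 3 SD, cut at about 25% in these data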;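 further: inhibitors block binding of the rhodamine activity-based probe so polarization drops; 0% = enzyme with DMSO and 100% = wells lacking pPAFAH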
* marks the source's active call; other numbers are inactive results; nt = no result given. These rows are one share of the data; the hit share may differ from the screen's.

SMILES	GSTO1 counter	PAFAH2 FP inh	PME-1 primary	PAD4 inh	LYPLA1 inh	PAFAH1B2 FP inh	Fam108B inh	PAFAH1B3 inh	pPAFAH inh
CCOC(=O)CCn1cc(F)c(=O)[nH]c1=O	10	3	1	-1	-2	-2	1	5	4
CC1(C)Cc2c(c(N3CCOCC3)nc3snc(N)c23)CO1	-10	-1	0	-2	2	3	0	8	6
Cc1sc2ncnc(SCc3ccc(C(=O)O)cc3)c2c1C	-12	6	0	-2	1	10	2	4	-2
CCN(CC)CCn1c(=S)[nH]c2cc3c(cc2c1=O)OCO3	-1	9	-1	2	4	-6	0	11	3
CCOC(=O)CSc1ncc(OC)c(=O)[nH]1	0	-5	0	-4	0	0	1	6	-1
C#CCOc1ccc(/C=C2\SC(=S)N(Cc3cccnc3)C2=O)cc1	-3	7	9	-5	-2	7	0	2	-4
Cc1ccccc1NC(=O)CC1C(=O)Nc2ccccc2N1CC(=O)N(C)C1CCS(=O)(=O)C1 (centres undefined)	nt	1	2	-5	-2	2	nt	0	2
CC(=O)N/C(=N/c1nc(C)cc(C)n1)Nc1ccc(F)cc1F	-4	3	-3	5	-4	6	-7	8	3
COc1ccc2nc(-n3c(C)ccc3C)sc2c1	20	3	-3	1	1	-2	0	-1	8
CCC(=O)Nc1nn(C)c2nc3c(C)cccc3cc12	11	6	9	-3	5	0	2	3	7
Cc1cc(C(=O)COC(=O)CNC(=O)c2ccccc2)c(C)n1CC1CCCO1 (centres undefined)	-2	8	-4	-3	2	0	-2	4	4
Cc1ccc(NC(=O)CSCc2cc(=O)n3cc(C)sc3n2)c(C)c1	1	-4	6	-3	2	3	0	5	-3
S=c1[nH]ncn1NCc1cccc(Br)c1	7	nt	-13	0	0	nt	-2	nt	-4
COC(=O)CCNc1ccc2c(c1)OCCO2	17	3	7	0	4	0	15	1	-5
Cc1cccc(NC(=S)N(CCCN2CCOCC2)C(C)c2cc3ccccc3o2)c1C (centres undefined)	4	-4	3	-3	5	3	7	0	3
CC(=O)c1cccc(NC(=O)N2CCCc3ccccc32)c1	-3	-1	3	1	2	4	-5	4	-1
CC(=O)c1cccc(NC(=O)C2CCCN(S(=O)(=O)c3cccc4nonc34)C2)c1 (centres undefined)	4	-15	-4	1	2	-4	-1	-2	2
Cc1ccc(C(=O)OCC(=O)Nc2cccc(S(=O)(=O)N3CCOCC3)c2)o1	nt	28	1	3	1	6	nt	8	-1
COc1ccc(C2CC(c3cccs3)=NN2C(=O)CCl)cc1OC (centres undefined)	90*	-2	-1	3	0	3	2	12	6
CC(=C/c1ccccc1)/C=N/n1c(-c2ccco2)n[nH]c1=S	12	12	8	3	-3	12	7	4	8
COc1ccccc1NC(=O)Cc1nnc(SCC(=O)NC2CCCCC2C)n1C (centres undefined)	-1	0	-2	-4	6	7	-1	-3	-1
Cn1c(SCc2ccc(C#N)cc2Cl)nc2ccccc21	1	-5	1	2	1	5	-1	6	2
CCCn1cc(S(=O)(=O)c2ccc(C)cc2)c(=O)c2cc(OCC)ccc21	6	3	0	0	3	-4	0	2	4
CCN(CC(=O)NCc1cccs1)CC(=O)Nc1c(Cl)ccc(C)c1Cl	nt	1	6	3	0	7	nt	10	2
CCOc1ccc(NC(=O)c2ccc(CSc3nnnn3C)cc2)cc1	0	-1	1	0	-4	4	1	-1	5
Carrying on.
SMILES	GSTO1 counter	PAFAH2 FP inh	PME-1 primary	PAD4 inh	LYPLA1 inh	PAFAH1B2 FP inh	Fam108B inh	PAFAH1B3 inh	pPAFAH inh
O=C(c1ccc(S(=O)(=O)Nc2ccccc2F)cc1)N1CCN(c2ccccc2O)CC1	5	0	-1	1	2	12	2	4	3
Cn1cc(S(=O)(=O)CC(=O)Nc2ccc(Br)cc2)c2ccccc21	8	1	-2	-1	-2	-5	4	4	-3
CCOCCc1nnc(NC(=O)C2CC(=O)N(c3ccc(OCC)cc3)C2)s1 (centres undefined)	5	-5	2	-3	2	14	-3	0	0
CCOC(=O)c1c(NC(=O)CSc2nnc(Cc3ccccc3)o2)sc(C)c1C	7	-4	3	0	3	6	-2	1	0
CCN(C(=O)CSc1nc2scc(-c3ccccc3)c2c(=O)n1C)C1CCS(=O)(=O)C1 (centres undefined)	nt	3	nt	-4	nt	3	nt	5	-4
O=C(CCc1nnc2ccc(N3CCCC3)nn12)Nc1cc(F)ccc1F	-6	5	-2	5	2	-4	-2	1	4
COc1ccc(CCNC(=O)CSCc2ccc([N+](=O)[O-])cc2)cc1OC	2	-10	-6	1	-3	5	-2	-3	3
COc1ccc(-c2nc(CS(=O)CC(=O)NCc3ccc(C)cc3)c(C)o2)cc1OC (centres undefined)	4	6	-1	8	1	2	-1	-1	5
CCOc1ccc(NC(=O)c2ccc(Br)o2)c([N+](=O)[O-])c1	-3	6	4	-1	2	1	-2	5	-3
O=C(Nc1nc(-c2ccc(S(=O)(=O)N3CCCCCC3)cc2)cs1)c1ccccc1	-5	-38	-34	6	-34	-8	-36	-14	-15
O/C(=C\c1ccc2ccccc2n1)c1ccc(O)cc1O	2	0	8	-4	4	0	6	5	2
Cc1ccc(S(=O)(=O)N2CCN(C(=O)C(F)(F)F)C2c2ccc(N(C)C)cc2)cc1 (centres undefined)	2	7	-3	-1	-2	10	-2	7	-5
CC(=O)c1cccc(NC(=O)CC2CCCC2)c1	7	2	0	0	-2	5	1	5	4
COCCn1c(SCC(=O)NC(=O)NCc2ccccc2)nc2ccccc21	8	-3	1	-3	2	-1	0	5	11
CC(=O)c1c(O)c2ccccc2n(Cc2ccccc2)c1=O	9	-4	2	1	-1	0	-3	10	1
COc1cccc(OC)c1OCCCSc1nc(C)cc(=O)[nH]1	4	10	1	0	3	1	4	-1	7
Cc1ccc(S(=O)(=O)N/N=C/c2ccccc2F)cc1[N+](=O)[O-]	6	-1	1	-3	3	-1	0	-1	1
Cc1ccc(NC(=O)CSc2nnc(N)s2)c([N+](=O)[O-])c1	3	-7	7	-1	-1	-1	-4	6	6
O=C(NCc1cc([N+](=O)[O-])ccc1O)c1cccc(NS(=O)(=O)c2ccccc2)c1	-5	19	13	1	-4	4	-1	-3	8
COc1ccc(N2C(=O)CC(n3cnc4ccccc43)C2=O)cc1 (centres undefined)	2	8	-5	-2	-2	5	1	12	9
COc1ccccc1CN(C)C(=O)CSc1nnc(C2CC2)n1C1CC1	nt	-9	1	1	2	2	nt	2	1
COc1ccc(Nc2nc3ccc(C)cn3c(=O)c2/C=N/O)cc1	5	-7	-9	-4	-8	-7	-1	-7	-9
COCCOCCn1c(/C=C/c2ccccc2)nc2ccccc21	2	-3	-6	0	-3	4	0	6	-3
CC1(C)CC(=O)C(C=NCCN2CCN(CC(=O)Nc3ccc(Cl)cc3)CC2)=C(O)C1	4	-1	3	0	3	2	2	8	2
c1c2c(cc3sc(N4CCOCC4)nc13)OCO2	5	4	-4	0	-3	1	-3	-3	4
Carrying on.
SMILES	GSTO1 counter	PAFAH2 FP inh	PME-1 primary	PAD4 inh	LYPLA1 inh	PAFAH1B2 FP inh	Fam108B inh	PAFAH1B3 inh	pPAFAH inh
CNC(=S)N1N=C(c2ccc(C)cc2)CC1c1ccc(Br)cc1 (centres undefined)	-8	-5	7	-4	-4	-4	-5	2	-10
CCn1cc(C2CC(=O)NC2=O)c2ccccc21 (centres undefined)	0	-3	0	-4	5	3	4	3	4
COC(=O)/C=C1\SC(N2CCOCC2)=C(c2ccc(OC)cc2)C1=O	5	-2	4	5	1	9	1	0	-2
Cc1ccc(N2C(=O)CC(SCC(=O)Nc3ccc(S(N)(=O)=O)cc3)C2=O)cc1 (centres undefined)	1	-1	0	-3	-2	3	-1	6	2
NC(=O)c1ccsc1NC(=O)COC(=O)c1ccc(Cl)cc1	nt	10	-8	0	-2	-1	nt	7	4
CC(C)c1ccc(CNC(=O)C2CCCN2S(=O)(=O)c2ccccc2)cc1 (centres undefined)	8	-8	-5	0	2	8	4	1	-3
CCn1nc(C)c(C2C(C#N)=C(N)OC3=C2C(=O)CCC3)c1C (centres undefined)	-3	-3	-1	2	1	1	-1	6	-3
CCOC(=O)c1cccc(NC(=O)CSc2nnc(-c3ccncc3)n2CCCOC)c1	0	2	6	1	0	9	1	3	-4
COc1ccc(C2Nc3cccc4cccc(c34)N2)cc1Br	32	-8	32*	-5	-10	8	37*	16	11
COc1ccccc1Oc1nc(-c2ccccc2)cc(C)c1S(C)(=O)=O	-7	-3	0	0	3	-3	2	5	-2
CCC1CCCCN1CCCNC(=O)Cn1cnc2sc(C)c(S(=O)(=O)N3CC(C)CC(C)C3)c2c1=O (centres undefined)	10	3	-3	-1	-4	5	-3	-5	5
O=C(NCc1ccccn1)[C@@H]1C[C@H]1[C@@H](NP(=O)(c1ccccc1)c1ccccc1)c1ccccc1	-1	-1	-3	2	4	-2	-4	3	0
Cc1cccc(OCc2nnc(SCC(=O)N3CCc4ccccc43)n2C)c1	4	-3	-4	4	-1	2	2	5	4
CCN1CCN(c2nc3ccccc3nc2C(C#N)S(=O)(=O)c2ccc(C)c(C)c2)CC1 (centres undefined)	3	1	-1	-1	1	6	4	1	11
Cc1ccc2c(C(=O)CN3CCSCC3)c(C)[nH]c2c1	-5	-5	-4	-2	-5	4	-2	6	5
CC(C)CCNC(=O)c1ccc(Cl)c(NC(=O)Cc2ccccc2)c1	4	nt	1	-3	5	nt	-2	nt	7
CCCCC(=O)O	5	nt	6	-1	1	nt	3	nt	2
Cc1ccc(NC(=O)C2CCCN2S(=O)(=O)c2ccc3c(c2)CCC(=O)N3)cc1Cl (centres undefined)	-5	-3	6	0	4	4	0	-7	7
O=C1NC2(O)C(=O)c3ccccc3C2(O)N1 (centres undefined)	-2	0	-4	-3	-5	4	-1	-4	1
O=C(c1ccc(O)c(Cl)c1)N1CCN(S(=O)(=O)c2ccccc2)CC1	2	-2	5	-1	-2	10	-5	8	5
CCc1nnc(NC(=O)CSc2nc(-c3ccccc3)cc(-c3ccc(F)cc3)c2C#N)s1	-2	-8	-4	2	0	-5	-3	-3	4
Cc1nc(N2CCN(C)CC2)c2c3c(sc2n1)CCCC3	2	6	3	2	3	1	2	7	2
Cc1ccc(NC(=O)[C@H](C)NC(=O)C2CCN(C(=O)[C@@H](N)CC(C)C)CC2)cc1	-2	7	-4	1	-3	4	0	4	4
C=CCCCOc1ccc(C(=O)O)cc1	10	-1	4	-2	-1	8	-2	5	1
Nc1cc(=O)[nH]c(SCC(=O)NCCC2=CCCCC2)n1	nt	1	nt	-1	nt	1	nt	2	4
O=C(NCc1ccccc1Cl)C1CCCN1S(=O)(=O)c1ccc(F)cc1 (centres undefined)	-2	0	-2	-1	-4	6	-1	9	-1
COc1ccc(Nc2nc(NCc3ccco3)nc(N3CCOCC3)n2)cc1	0	12	4	0	0	5	0	2	2
O=c1ccn(Cc2ccccc2)c(=O)n1Cc1ccccc1	0	6	3	2	4	3	2	9	-2

Complete entries, looked up by structure.
CNC(=S)N1N=C(c2ccc(C)cc2)CC1c1ccc(Br)cc1 (centres undefined) as listed: GSTO1 counter: -8; PAFAH2 FP inh: -5; PME-1 primary: 7; PAD4 inh: -4; LYPLA1 inh: -4; PAFAH1B2 FP inh: -4; Fam108B inh: -5; PAFAH1B3 inh: 2; pPAFAH inh: -10
Cc1ccc(N2C(=O)CC(SCC(=O)Nc3ccc(S(N)(=O)=O)cc3)C2=O)cc1 (centres undefined) as listed: GSTO1 counter: 1; PAFAH2 FP inh: -1; PME-1 primary: 0; PAD4 inh: -3; LYPLA1 inh: -2; PAFAH1B2 FP inh: 3; Fam108B inh: -1; PAFAH1B3 inh: 6; pPAFAH inh: 2
